From PubChem
Menin-MLL TR inh: displaces Texas Red mutant MLL peptide from human menin | O00255 | Menin + Texas Red MLL mutant peptide, fluorescence polarization | Potency, µM (series often up to 61.6 µM), without a hit: at the highest dose FP activity change, negative = inhibition, hits mostly inhibitors | 270,000 compounds, 0.23% hits | AID 1768; active = well fitted inhibition curve with a large enough effect in the polarisation, with a control signal flat, not every such curve was filed as active; inconclusive = small, poorly fitted or top-dose-only effect, or effect the other way, or a change in a side signal; inactive = no such curve, though single readings can be large or run the other way; the % refers to the polarisation; note: potency is the fitted concentration of half-maximal effect; % of control where 0% means no effect; many of its hits are not listed in these tables
TRPV1 agonist: agonists of human vanilloid receptor 1 (TRPV1); 320,000 compounds, 0.19% hits; Q8NER1; AID 540275; activation, % at 8.33 µM; TRPV1-expressing cells, Fluo-8 calcium influx, agonist mode; in the data active = activation above about 80%; inconclusive = between about 30% and that limit; note: 0% is about no effect
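Fluo-8 calcium influx in TRPV1-expressing cells, kinetic read (ex 480/em 520 nm). Compound added and read 3 min for agonist activity, followed by capsaicin at EC20 final and 2 min further read for enhancement.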
CXXC DNA block: MLL CXXC-DNA interaction inhibition | Q03164 | MLL-CXXC / FITC-HOXA9 DNA fluorescence polarization | Potency, µM (doses to about 115 µM), for inactives: at the top dose activity change, negative = inhibition, most hits filed as inhibitors | 290,000 compounds, 0.037% hits; active = well fitted inhibition curve with a large enough effect in the polarisation, with a control signal flat, not every such curve was filed as active; inconclusive = small, poorly fitted or top-dose-only effect, or effect the other way, or a change in a side signal; inactive = no such curve, though single readings can be large or run the other way; the % refers to the polarisation; note: potency is the fitted concentration of half-maximal effect
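Steps: dispense CXXC domain solution (7 uM) → pin compounds or unlabeled HOX-A9 DNA control → 5 min ambient → add FLSN-HOX-A9 solution (50 nM) → spin → 30 min ambient → fluorescence polarization. Tris pH 7.5/NaCl/DTT/BSA buffer.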
Giardia kill: Giardia lamblia killing; 340,000 compounds, 0.15% hits; activity change, % at 7.66 µM, hits read low; AID 540267; Giardia lamblia trophozoite viability; in the data active = activity change below about -80%; inconclusive = between about -30% and that limit;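 note: parasites exposed to compound for two days anaerobically before the ATP read; % is set by controls: 0 for no effect and ±100 for the full control effect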
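Luminescent ATP signal served as the viability read-out, measured 15-30 min after adding ATP detection reagent to trophozoites that had been incubated with compounds for 48 hrs at 37 deg C anaerobically at 100 cells/well.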
Coupling enz: counter-screen for Giardia aldolase inhibitors: coupling enzyme system | coupling enzyme system counterscreen, AmpLite Red fluorescence | activity change, negative = inhibition, % at 58.2 µM, hits read low | 290,000 compounds, 0.67% hits; in the data active = activity change below about -30%; note: % is set by controls: 0 for no effect and ±100 for the full control effect
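Compounds tested against the coupling enzymes alone at 57.5 uM final; readout was AmpLite Red fluorescence (525/598 nm) after 20 min at RT.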
KCNH2 3.1 block: blocks the human KCNH2 3.1 channel isoform. U2OS KCNH2 3.1, thallium flux FluxOr; stronger effect = lower value. 340,000 compounds, 0.95% hits. activity change, % (tested at about 1.8 µM). AID 720553;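 active = maximum activity change below -70%; inconclusive = maximum activity change from -70% to -50%; inactive = maximum activity change above -50%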;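 note: thallium influx rate constant from kinetic fluorescence after stimulation buffer; % is set by controls: 0 for no effect and ±100 for the full control effect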
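Kinetic fluorescence (2 min after stimulation buffer) measures Tl+ influx through KCNH2 3.1 expressed by viral transduction in U2OS cells; the rate constant is normalized against DMSO controls serving as positive and negative references.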
GALK inh: galactokinase (human) inhibition | P51570 | Purified GALK, Kinase-Glo residual ATP luminescence | Potency, µM (doses to about 57.5 µM), inactives show at the top dose activity change, negative = inhibition, most hits filed as inhibitors | 270,000 compounds, 0.007% hits | AID 1868; note: potency is the fitted concentration of half-maximal effect; % is set by controls: 0 for no effect and ±100 for the full control effect
Target sequence (P51570 whole entry, looked up): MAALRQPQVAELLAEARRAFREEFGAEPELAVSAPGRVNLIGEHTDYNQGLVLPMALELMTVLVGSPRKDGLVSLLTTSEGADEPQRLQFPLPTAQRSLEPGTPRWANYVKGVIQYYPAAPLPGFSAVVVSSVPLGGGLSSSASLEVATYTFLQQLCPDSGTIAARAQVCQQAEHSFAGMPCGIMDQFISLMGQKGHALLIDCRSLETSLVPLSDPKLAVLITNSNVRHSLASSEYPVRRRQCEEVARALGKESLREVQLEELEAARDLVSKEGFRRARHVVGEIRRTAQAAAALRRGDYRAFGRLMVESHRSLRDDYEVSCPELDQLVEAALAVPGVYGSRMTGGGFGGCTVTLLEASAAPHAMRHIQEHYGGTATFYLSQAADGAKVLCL
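Compounds were pin-transferred into ATP buffer (35 uM final), then GALK plus galactose (5 nM, 100 uM final) was added. After 1 h at room temperature, Kinase-Glo Plus was added and luminescence read after 10 min.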
B2AR arrestin: beta2AR (human) beta-arrestin recruitment activity; P07550; beta-arrestin recruitment to beta2AR, cell-based reporter; Potency, µM (titrated, usually from 46.1 µM), inactives show at the top dose activation, usual class: activators; 330,000 compounds, 0.02% hits; AID 492947;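 note: potency is the fitted concentration of half-maximal effect; 0% = DMSO controls and full agonism = EC100 isoproterenol or metaproterenol; nearly all actives have a fitted effect of over 65% in size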
USP2a block: USP2a (human) protease inhibition; O75604; USP2 core, Ub-CHOP2 coupled fluorogenic reporter, 485/531; Potency, µM (series often up to 38.3 µM), without a hit: at the top dose activity change, negative = inhibition, usual class: inhibitors; 330,000 compounds, 0.01% hits;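 note: potency is the fitted concentration of half-maximal effect; plate controls were DMSO wells for no effect and full inhibition by NEM control for full effect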
Target sequence (O75604 whole entry, looked up): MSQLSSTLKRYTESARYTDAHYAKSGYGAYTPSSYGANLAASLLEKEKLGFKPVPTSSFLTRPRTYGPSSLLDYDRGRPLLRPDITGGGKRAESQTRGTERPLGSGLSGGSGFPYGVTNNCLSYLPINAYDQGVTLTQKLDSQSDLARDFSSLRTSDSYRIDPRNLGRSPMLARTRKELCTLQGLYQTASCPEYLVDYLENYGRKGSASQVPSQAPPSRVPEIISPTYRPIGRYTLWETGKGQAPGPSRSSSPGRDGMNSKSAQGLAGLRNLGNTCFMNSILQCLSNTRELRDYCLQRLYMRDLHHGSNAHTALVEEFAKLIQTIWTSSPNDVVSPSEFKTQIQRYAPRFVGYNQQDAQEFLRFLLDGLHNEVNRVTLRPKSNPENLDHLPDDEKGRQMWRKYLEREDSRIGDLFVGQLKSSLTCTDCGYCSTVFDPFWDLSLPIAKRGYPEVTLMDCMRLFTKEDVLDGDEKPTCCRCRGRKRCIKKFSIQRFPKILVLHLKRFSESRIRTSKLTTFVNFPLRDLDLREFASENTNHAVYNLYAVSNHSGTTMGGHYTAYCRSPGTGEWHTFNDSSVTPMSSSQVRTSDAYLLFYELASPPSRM
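USP2 core (10nM final) preincubated 30min RT with compound in 20mM Tris-HCl pH 8.0, 2mM CaCl2, 2mM beta-mercaptoethanol, 0.05% CHAPS; 25nM Ub-CHOP2 plus 25nM reporter substrate added, fluorescence (Ex485/Em531) read after 60min.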
PKM2 act: activators of human pyruvate kinase M2. P14618. purified PKM2, Kinase-Glo ATP luminescence, activation; response scale: 0% is enzyme alone, no compound. Potency, µM (series often up to 57.5 µM), for inactives: at the highest dose activation, hits mostly activators. 260,000 compounds, 0.34% hits. AID 1631; note: potency is the fitted concentration of half-maximal effect; % is set by controls: 0 for no effect and ±100 for the full control effect; nearly all actives have a fitted effect of over 55% in size
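Purified hPK-M2 (>95%) run at intermediate activity with 0.1 mM ADP and 0.5 mM PEP in 50 mM imidazole pH 7.2, KCl, MgCl2; 1 h room temperature. ATP formed read by Kinase-Glo luminescence; normalized to uninhibited and no-enzyme controls.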
KCNH2 WT inh: inhibitors of human wildtype KCNH2 potassium channel | Q12809 | U2OS, BacMam KCNH2, thallium flux FluxOr; stronger effect = lower value | activity change, % at 1.84 µM | 340,000 compounds, 0.37% hits;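 active = maximum activity change below -70%; inconclusive = maximum activity change between -70% and -50%; inactive = maximum activity change above -50%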; note: % is set by controls: 0 for no effect and ±100 for the full control effect
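U2OS cells were transduced with wild-type KCNH2 virus (2.03 x 10^8 / mL) for 4 h at room temperature, then cultured overnight at 37 C. Thallium flux was read with FluxOr dye. Rate constants were normalized to DMSO controls.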
An asterisk follows results filed as active; ? = inconclusive; . = no result given; & = joins results of further samples; [ ] = dose if it differs, or a comment. Unless noted, calls come from the whole dose curve; as a rule, active = well fitted curve in the direction sought with a large enough effect; inconclusive = small, poorly fitted or top-dose-only effect, or another doubt; inactive = no such curve, though single readings can be large; an effect the other way counts as inactive or inconclusive. Some of the compounds tested (hit frequency here may not be typical).

SMILES	Menin-MLL TR inh	TRPV1 agonist	CXXC DNA block	Giardia kill	Coupling enz	KCNH2 3.1 block	GALK inh	B2AR arrestin	USP2a block	PKM2 act	KCNH2 WT inh
CC(C)(C)NC(=O)c1cccc(NC(=O)c2ccc3c(c2)C(=O)N(C(C)(C)C)C3=O)c1	32%[activator]	-5	-6%	9	-1	-6	.	-1.5%	3%	-1%	-2
COC1=C(C)C(O)=C(C(=O)/C=C/c2ccccc2)C(=O)C1(C)C	.	8	3%	19	2	1	-4%	0.3%	7%	3%	3
O=C(Nc1nc(-c2ccco2)c(-c2ccco2)s1)c1ccc(F)cc1F	.	6	.	-6	.	1	.	-0.3%	?	.	8
Cc1c(Cl)c([N+](=O)[O-])nn1Cc1ccc(C(=O)NN)o1	.	12	32%[activator]	-8	-1	-8	.	-0.6%	2%	0%	-8
CCOC(=O)c1c(C)[nH]c(C(=O)CN2C(=O)NC3(CCCC3)C2=O)c1C	.	.	-1%	-18	1	-7	-1%	-0.5%	4%	-7%	-3
O=C(CCSc1ccccc1)NC(=O)COC(=O)c1ccc(OC(F)F)cc1	10%	-1	3%	11	0	23	-2%	-0.1%	-1%	-4%	26
COc1cc(OC)cc(C(=O)NCC(=O)NCC(c2ccco2)N2CCCCC2)c1 (stereo not given)	.	1	.	-2	.	-2	.	-0.1%	0%	.	2
c1cn2c(NC3CCCC3)c(-c3ccc(N4CCOCC4)cc3)nc2cn1	3%[11.7 µM]	.	13%	?	0	14	2%	-1.2%	3%	-1%	2
CS(=O)(=O)N(CC(=O)NC1CCCCC1)c1cccc(Cl)c1	10%	2	-6%	14	0	10	3%	0.1%	0%	0%	-4
O=C(CN1C(=O)c2ccccc2C1=O)Nc1cccc2cccnc12	-2%	1	-13%	17	0	13	3%	-0.6%	-2%	0%	-5
CCS(=O)(=O)N1CCN(C2CCC(C)CC2)CC1 (stereo not given)	-11%	5	-4%	-2	0	-4	1%	0.1%	1%	-5%	7
CC(OC(=O)Cn1cc(C(F)(F)F)ccc1=O)C(=O)NC(C)c1ccc(Cl)cc1Cl (stereo not given)	.	2	.	2	.	-4	.	-0.1%	-1%	.	-10
Cc1c(-n2cccc2C=O)cccc1[N+](=O)[O-]	1%	-1	?	8	2	-2	0%	-0.8%	9%	-3%	0
Cc1ccc(-c2cc(C(=O)N3CCC(C)CC3)c3ccccc3n2)cc1	.	24	4%	3	.	-5	-8%	-1.0%	4%	.	1
COc1ccccc1NC(=O)c1ccc(NC(=O)COC(=O)c2cccnc2Cl)cc1	.	.	.	-12	.	-1	.	0.3%	2%	.	13
C[C@@H]1NC(=O)N(CCCn2ccnc2)C1=O	-17%	1	?	-28	0	9	11%	-2.4%	2%	.	0
O=C(Nc1ccc(Cl)cc1)N1CCCN(Cc2ccc(F)cc2)C1	-11%	16	-12%	4	-1	-20	-1%	-0.1%	5%	-9%	5
CCOC(=O)c1cnc2ccc(C(=O)OC)cc2c1NCCc1ccc(OC)c(OC)c1	-4%	3	2%	11	-2	-9	2%	0.2%	4%	1%	-2
O=C(CN1C(=O)CCC1=O)Nc1nc(-c2cccs2)cs1	12%	6	-1%	-3	0	3	11%	0.3%	-1%	13%	14
COc1ccc(C(=O)NCc2nnc(SCC(=O)NCc3ccco3)o2)cc1	1%	4	7%	-7	0	-1	3%	0.0%	1%	.	6
Cc1cccc(C(=O)N2CCCC(CCC(=O)N3CCN(c4ccccn4)CC3)C2)c1C (stereo not given)	.	11	0%	5	.	19	4%	-0.2%	0%	.	-7
CN(C)C(C)(C)C#CCC(c1ccccc1)c1ccccc1	-16%	4	3%	-3	6	.	0%	-0.1%	-8%	0%	37
CCN1CCN(Cc2nnc(-c3ccccc3)o2)CC1	16%	8	?	31[activator]	0	-10	.	-0.2%	3%	.	3
O=C(CCCCCNC(=O)c1ccccc1)N/N=C/c1ccc(F)cc1	2%	0	4%	-25	-1	10	-4%	0.0%	2%	1%	0
O=C(O)c1cc(-c2ccco2)nc2ccccc12	10%&-5%	-1	-16%	-9	-5&-7	0	1%	0.3%	2%	7%&0%	-2
CO/N=C/c1cccn1-c1nccc(OC)c1C#N	12%	-2	-5%	-7	2	-190*	1%	0.5%	4%	4%	-196*
CC(NCCC(c1ccccc1)c1ccccc1)c1ccccc1 (stereo not given)	?	17	-3%&2%	-1	-1&2	-22	4%	2.2%	3%	-5%	7
O=C(O)c1cccc(-n2nnnc2SCc2ccccc2Cl)c1	?	2	9%	-20	24	-16	0%	-0.4%	3%	1%	-6
CCn1c(SCc2nc3ccccc3c(=O)[nH]2)nnc1-c1ccncc1	0%	-1	25%	0	-2	-10	2%	-0.3%	-1%	3%	-2
CCOC(=O)CC1C(=O)NCCN1c1nc2c(C)cccn2c(=O)c1/C=C1\SC(=S)N(CC(C)C)C1=O (stereo not given)	.	14	?	.	-9	.	12%	-0.2%	19%	1%	.
CCC(CO)Oc1cc(NCc2ccc(O)cc2)c2ncn(C(C)C)c2c1 (stereo not given)	.	.	.	9	.	-6	.	-0.1%	6%	.	-1
Cc1sc2ncnc(SCC(=O)c3cccs3)c2c1C	?	0	6%	-5	5	-8	-5%	0.4%	2%	1%	-13
O=C(COc1cccc2c1CCN(Cc1ccccc1)C2=O)NCc1ccco1	-9%	-5	-2%	-9	0	-12	0%	3.9%	5%	7%	42
COc1cccc2cc(/C(C)=N/Nc3nc(-c4cc(C)ccc4C)cs3)c(=O)oc12	?	-1	-13%	7	2	1	-2%	-0.1%	-1%	-17%	-3
CCOC(=O)C1CCCN(S(=O)(=O)c2cc3c4c(c2)CCN4C(=O)CC3)C1 (stereo not given)	.	-6	.	-13	.	7	.	0.0%	5%	.	-8
COc1cccc(-c2nc(C=O)cs2)c1	5%	-8	-22%	-3	1	-24	10%	0.9%	0%	-3%	3

Of the compounds above, 6 contain a Cl atom:
SMILES	Menin-MLL TR inh	TRPV1 agonist	CXXC DNA block	Giardia kill	Coupling enz	KCNH2 3.1 block	GALK inh	B2AR arrestin	USP2a block	PKM2 act	KCNH2 WT inh
Cc1c(Cl)c([N+](=O)[O-])nn1Cc1ccc(C(=O)NN)o1	.	12	32%[activator]	-8	-1	-8	.	-0.6%	2%	0%	-8
CS(=O)(=O)N(CC(=O)NC1CCCCC1)c1cccc(Cl)c1	10%	2	-6%	14	0	10	3%	0.1%	0%	0%	-4
CC(OC(=O)Cn1cc(C(F)(F)F)ccc1=O)C(=O)NC(C)c1ccc(Cl)cc1Cl (stereo not given)	.	2	.	2	.	-4	.	-0.1%	-1%	.	-10
COc1ccccc1NC(=O)c1ccc(NC(=O)COC(=O)c2cccnc2Cl)cc1	.	.	.	-12	.	-1	.	0.3%	2%	.	13
O=C(Nc1ccc(Cl)cc1)N1CCCN(Cc2ccc(F)cc2)C1	-11%	16	-12%	4	-1	-20	-1%	-0.1%	5%	-9%	5
O=C(O)c1cccc(-n2nnnc2SCc2ccccc2Cl)c1	?	2	9%	-20	24	-16	0%	-0.4%	3%	1%	-6

Carrying on.
SMILES	Menin-MLL TR inh	TRPV1 agonist	CXXC DNA block	Giardia kill	Coupling enz	KCNH2 3.1 block	GALK inh	B2AR arrestin	USP2a block	PKM2 act	KCNH2 WT inh
Cc1ccc(NC(=O)CC2C(=O)OCC3CCCCN32)cc1Cl (stereo not given)	5%	?	0%	-6	0	5	-1%	-1.6%	-2%	1%	0
COC(=O)c1ccc(NS(=O)(=O)c2cc(-c3cc(C)no3)ccc2OC)cc1	?	2	-4%	-3	-2	-2	-4%	-1.0%	1%	.	2
O=C(Nc1ccc2c(c1)OCO2)C1CCCCN1S(=O)(=O)c1ccccc1 (stereo not given)	-13%	?	-19%	-4	-1	12	0%	-0.4%	-1%	-8%	-1
C[C@H](NC(=O)C1CCN(S(=O)(=O)c2ccccc2)CC1)C(=O)NCc1ccco1	.	0	10%	15	.	8	6%	6.2%	1%	.	10
COc1nc(C)cc(C)c1S(=O)(=O)c1ccc(Cl)cc1	-21%	4	14%	-14	-11	5	3%	0.4%	10%	.	-7
COc1ccc(-c2coc3cc(O)ccc3c2=O)cc1OC	-7%	-1	6%	-28	1	8	0%	0.3%	1%	-3%	0
COc1nc2ccccc2c(=O)n1OCC(C)C	12%	-1	3%	-5	1	6	6%	0.4%	0%	0%	0
